HT1080 IDH1KD tx – kills HT-1080 cells with IDH1 knockdown; Potency, µM (series often up to 46.1 µM), inactives show at the highest dose activity, negative = toxicity, usual class: cytotoxic; HT-1080 IDH1 knockdown viability, ATP luminescence, 48 h; actives 2% (n = 360,000); AID 686971;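 further: 0% = DMSO wells and -100% = cell-free medium wells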
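Using the IDH1-knockdown HT-1080 line run in the same batch and compound series as the NT line, viability after 48 h at 37 °C was determined by CellTiter-Glo luminescence and expressed as % activity.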
KB-V1 MDR tox – KB-V1 MDR subline cytotoxicity; Potency, µM (highest dose often 46.1 µM), for inactives: at the top dose activity change, negative = cytotoxicity, most hits filed as cytotoxic; KB-V1 MDR cells viability, CellTiter-Glo, 72 h; actives 3.4% (n = 400,000); further: on the % scale 0 is the no-effect control and ±100 the full control effect; nearly all actives have a fitted effect of over 60% in size
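qHTS viability screen in drug-selected KB-V1 MDR cells: 72 h compound treatment at 37 degrees C, ATP luminescence end point.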
GLP-1R inv ag – acts as inverse agonist at human GLP-1 receptor; HEK293 GLP-1R CRE-luciferase, luminescence, 24 h; GLP-1R form is constitutively active; Potency, µM (series often up to 38.3 µM), inactives show top-dose activity change, negative = inhibition, usual class: inhibitors; actives 1.6% (n = 410,000); P43220; further: on the % scale 0 is the no-effect control and ±100 the full control effect; nearly all actives have a fitted effect of over 55% in size
Target sequence (P43220 whole entry, looked up): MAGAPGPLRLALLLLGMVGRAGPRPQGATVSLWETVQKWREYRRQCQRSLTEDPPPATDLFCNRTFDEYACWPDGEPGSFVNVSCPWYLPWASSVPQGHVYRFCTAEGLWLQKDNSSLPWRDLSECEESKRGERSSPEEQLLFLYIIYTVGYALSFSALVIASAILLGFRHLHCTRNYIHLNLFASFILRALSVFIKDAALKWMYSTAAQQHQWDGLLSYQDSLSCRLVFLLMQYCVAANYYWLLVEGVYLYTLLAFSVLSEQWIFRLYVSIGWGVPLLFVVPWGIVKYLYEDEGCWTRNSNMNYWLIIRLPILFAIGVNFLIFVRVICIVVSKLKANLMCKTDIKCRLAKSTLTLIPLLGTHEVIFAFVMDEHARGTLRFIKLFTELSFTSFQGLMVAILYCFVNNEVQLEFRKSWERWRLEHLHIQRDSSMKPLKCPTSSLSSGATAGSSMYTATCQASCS
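HEK293 cells stably co-expressing a cAMP-responsive luciferase reporter and constitutively active GLP-1R were seeded, incubated 12 h, then exposed to compounds for 24 h at 37 C. Luminescence was read 12 min after detection reagent; inverse agonists lower signal.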
HT1080NT lethal – kills 2HG-producing HT-1080-NT fibrosarcoma cells; HT-1080-NT fibrosarcoma viability, CellTiter-Glo ATP luminescence, 48 h; actives 1.6% (n = 360,000); Potency, µM (top dose mostly 46.1 µM), for inactives: top-dose activity, negative = less viability, actives largely listed as cytotoxic;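 further: NT is the 2HG producing partner of a matched IDH1 knockdown line; 0% = DMSO-treated cells and -100% = media-only wells without cells; nearly all actives have a fitted effect of over 55% in size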
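Viability by CellTiter-Glo luminescence after 48 h compound exposure at 37C of HT-1080-NT cells (750/well, RPMI, 5% FBS). % activity scaled between DMSO wells and medium-only wells, then curve-fitted and categorized by curve class.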
HEK293 tox – cytotoxic in the GLP-1 receptor inverse agonist counter-screen; HEK293 cAMP-luciferase reporter cells, luminescence, 24 h; Potency, µM (doses to about 38.3 µM), for the others: top-dose activity change, negative = inhibition, usual class: inhibitors; actives 0.13% (n = 410,000);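 further: loss of luciferase light is scored as toxicity; on the % scale 0 is the no-effect control and ±100 the full control effect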
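Here, cytotoxicity is scored as loss of luminescence. The MLSMR collection was tested on cells seeded in medium containing 10% Nu serum, with a 24 hr compound exposure preceded by 12 hours of culture.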
TDP-43 yeast inh – rescues yeast growth from TDP-43 toxicity; actives 1.8% (n = 410,000); Potency, µM (doses to about 46.1 µM), without a hit: at the top dose growth rescue (activation), usual class: activators; TDP-43 expressing yeast growth rescue, BacTiter-Glo, 24 h; further: % of control where 0% means no effect; nearly all actives have a fitted effect of over 50% in size
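In this qHTS, compounds that restore growth of yeast expressing TDP-43 appear as activators. Cells (OD600=0.02, galactose medium, raffinose-pregrown) are incubated with compound 24 hr at 30 deg C and growth is quantified by BacTiter-Glo.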
SW480 rereplic – inducers of DNA re-replication in SW480 colon cancer cells. SW480 DNA re-replication, Hoechst DNA content imaging, 48 h. Potency, µM (series often up to 46.1 µM), for the others: at the top dose re-replication activation, hits mostly activators. actives 1.8% (n = 340,000); further: % of control where 0% means no effect; nearly all actives have a fitted effect of over 55% in size
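Treated cells incubate 48 hr (37 C, 5% CO2), are stained 40 min with Hoechst, and nuclear fluorescence is enumerated; a rise in nuclei with high DNA signal marks re-replication.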
KB-3-1 tox – kills parental KB-3-1 adenocarcinoma cells | actives 1.4% (n = 400,000) | AID 1347075 | Potency, µM (titrated, usually from 46.1 µM), for the others: at the highest dose activity change, negative = cytotoxic, hits mostly cytotoxic | KB-3-1 viability, CellTiter-Glo ATP luminescence, 72 h; further: on the % scale 0 is the no-effect control and ±100 the full control effect; nearly all actives have a fitted effect of over 60% in size
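Cytotoxicity measured as CellTiter-Glo luminescence after 72 h at 37 C. Compound titrations were pinned onto drug-naive KB-3-1 parental adenocarcinoma cells grown in DMEM with 10% FBS, and normalized data fitted to concentration-response curves.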
GLP1R ag – agonists of human GLP-1 receptor | HEK293 GLP-1R CRE-luciferase, luminescence, 4-6 h; cells express a hypersensitive GLP-1R form | P43220 | actives 0.007% (n = 380,000) | Potency, µM (doses to about 45.6 µM), inactives show top-dose activation, hits mostly activators | AID 624172; further: % of control where 0% means no effect
* hit, by the source's call; ? = inconclusive; . = no result given; [ ] = dose if it differs, or a comment. The call rests on the fitted dose curve; in most records, active means well fitted curve in the direction sought with a large enough effect; inconclusive means small, poorly fitted or top-dose-only effect, or another doubt; inactive means no such curve, though single readings can be large; an effect the other way counts as inactive or inconclusive. Potency means the concentration at half of the fitted maximal effect. Hits appear at their usual frequency. About 9.4% of those tested had a hit in this group.

Codes – A = HT1080 IDH1KD tx; B = KB-V1 MDR tox; C = GLP-1R inv ag; D = HT1080NT lethal; E = HEK293 tox; F = TDP-43 yeast inh; G = SW480 rereplic; H = KB-3-1 tox; I = GLP1R ag
> O=C(CN1CCCCCC1)Nc1ccc([N+](=O)[O-])cc1Br
  A: 1% | B: 11% | C: -27% | D: -8% | E: 1% | F: 0% | G: 2% | H: -11% | I: 21%

> N#C/C(=C/c1ccccc1[N+](=O)[O-])c1nc(C2CC2)cs1
  A: 2% | B: -17% | C: -39% | D: -4% | E: -22% | F: ? | G: 12% | H: 3% | I: 4%

> CCc1noc(-c2ccc(N(C)Cc3ccc(OC)cc3)c([N+](=O)[O-])c2)n1
  A: . | B: ? | C: ? | D: . | E: -28% | F: 11% | G: . | H: ? | I: .

> Cc1ccc(/C=N/NC(=O)c2nnn(-c3nonc3N)c2CSc2ccccc2)o1
  A: 0% | B: -14% | C: ? | D: -19% | E: -1% | F: -15% | G: -20% | H: 0% | I: 0%

> CCC(C)CCN1C(Nc2ccccc2)=NC[C@@H]1CC(C)C (stereo partly drawn)
  A: 4% | B: -11% | C: -22% | D: -1% | E: ? | F: 9% | G: -2% | H: ? | I: 12%

> CCc1cccc(NC(=O)c2ccc3c(c2)c(C)c(C)n3Cc2ccc(F)cc2)c1
  A: . | B: -16% | C: 10µM* | D: . | E: -19% | F: ? | G: . | H: -6% | I: .

> CCN(C(=O)COC(=O)c1cccn1C)C1CCS(=O)(=O)C1 (stereo not drawn)
  A: 13% | B: 16% | C: 13% | D: 1% | E: 0% | F: -8%[9.22 µM] | G: 1% | H: 0% | I: 0%

> Cc1ccc(S(=O)(=O)N2CCCOC2CNC(=O)C(=O)NCCc2ccco2)cc1 (stereo not drawn)
  A: -1% | B: 2% | C: -13% | D: 1% | E: -14% | F: -1% | G: . | H: -6% | I: -10%

> O=C(CSc1nc(N2CCOCC2)nc(N2CCOCC2)n1)Nc1ccccc1F
  A: 7% | B: -25% | C: 42%[activator] | D: 5% | E: 3% | F: -4% | G: -7% | H: 18% | I: 14%

> Cc1cccc(C)c1NC(=O)CN1C(=O)c2ccccc2Sc2ncccc21
  A: . | B: -6% | C: 0% | D: . | E: 2% | F: 2% | G: . | H: -4% | I: -2%

> COc1cc(-c2nc3ccccn3c2/N=C/c2ccccc2)ccc1O
  A: -18% | B: 2% | C: 1% | D: 0% | E: 43%[activator] | F: -2% | G: -6% | H: 0% | I: -2%

> CCOCCCNC(=O)CN1CCN(c2ccc(F)cc2)CC1
  A: 2% | B: 0% | C: -24% | D: 16% | E: 4% | F: -5% | G: 2% | H: -7% | I: 0%

> CCCCc1cc(=O)oc2c(C)c(OCC(=O)NCCN3CCOCC3)ccc12
  A: -2% | B: 0% | C: 30% | D: 0% | E: -1% | F: 0% | G: -13% | H: 7% | I: 8%

> CC1CCN(C(=O)Cn2cc(C(=O)C3CC3)c3ccccc32)CC1
  A: -4% | B: -12% | C: -27% | D: 0% | E: -4% | F: -21% | G: 10% | H: -3% | I: -1%

> Cc1ccc(NC(=O)CC2Nc3ccccc3NC2=O)cc1C (stereo not drawn)
  A: . | B: 0% | C: 13% | D: . | E: 0% | F: 6% | G: . | H: -5% | I: 6%

> Cn1cccc1C(=O)NS(=O)(=O)c1ccccc1Cl
  A: 7% | B: 14% | C: -1% | D: -1% | E: -4% | F: -10% | G: -2% | H: 29% | I: -7%

> O=[N+]([O-])c1ccc(S(=O)(=O)NCC2COc3ccccc3O2)cc1 (stereo not drawn)
  A: -14% | B: -6% | C: ? | D: -6% | E: -4% | F: -22% | G: -6% | H: -4% | I: 2%

> Cc1cc(C)c(C#N)c(SCC(=O)N(C)C2CCCCC2)n1
  A: 19% | B: -17% | C: 0% | D: 18% | E: -29% | F: ? | G: 1% | H: 2% | I: 11%

> COc1ccc(C(=O)NCC(C)(c2ccccc2)c2ccccc2)cc1S(=O)(=O)N1CCOCC1
  A: -9% | B: ? | C: ? | D: -1% | E: -20% | F: -3% | G: -4% | H: -1% | I: -4%

> COC(=O)[C@H](Cc1ccccc1)NC(=O)Nc1ccc(C)cc1
  A: -21% | B: -1% | C: -1% | D: -4% | E: 0% | F: -3% | G: 2% | H: 4% | I: 17%

> Cc1ccc2oc(=O)c(/C=C(\O)c3cccs3)nc2c1
  A: -17% | B: -10% | C: 21% | D: -4% | E: 18% | F: -12% | G: -25% | H: -5% | I: 3%

> CCN1C(=O)C(Cc2nc3ccccc3c(=O)n2-c2ccc(OC)cc2)c2ccccc21 (stereo not drawn)
  A: . | B: 0% | C: -13% | D: . | E: -1% | F: 24% | G: . | H: -5% | I: .

> CCC(NS(=O)(=O)c1ccc(C)cc1)C(=O)O (stereo not drawn)
  A: 5% | B: -2% | C: 0% | D: 7% | E: 8% | F: -5% | G: -2% | H: 4% | I: 1%

> COc1ccc(CCNC(=O)Cc2cc3c(cc2[N+](=O)[O-])OCO3)cc1OC
  A: 11% | B: ? | C: 7% | D: 11% | E: 0% | F: 28% | G: -4% | H: 1% | I: -2%

> O=S(=O)(c1ccc(Br)cc1)c1nnn2c1nc(NC1CCCCCC1)c1sccc12
  A: . | B: -4% | C: 10% | D: . | E: 4% | F: -2% | G: . | H: 12% | I: .

> CC(C)(C)NS(=O)(=O)c1ccc(CCC(=O)NCc2ccc3c(c2)OCO3)cc1
  A: -3% | B: -27% | C: 0% | D: 14% | E: -12% | F: -10% | G: -2% | H: -3% | I: -3%

> COc1nc(NCCC2=CCCCC2)nc(OC)n1
  A: 2% | B: 0% | C: ? | D: 2% | E: 5% | F: ? | G: -3% | H: -9% | I: ?

> NC(=O)c1cc(-c2ccncc2)nc2ccc(Cl)cc12
  A: 5% | B: -13% | C: 5%[7.66 µM] | D: 0% | E: -2%[7.66 µM] | F: 5% | G: -5% | H: 0% | I: 0%

> Cc1ccc(CSCC(=O)Nc2c(C)n(C)n(-c3ccccc3)c2=O)cc1
  A: 0% | B: -21% | C: 8% | D: -1% | E: 24% | F: -8% | G: -2% | H: 12% | I: 1%

> CC(=O)C1C(c2ccncc2)NC(=O)NC1(O)C(F)(F)F (stereo not drawn)
  A: 0% | B: 29% | C: 0% | D: 10% | E: 5% | F: -18% | G: -1% | H: -7% | I: -2%

Looked up above.
KB-3-1 tox result of CC(C)(C)NS(=O)(=O)c1ccc(CCC(=O)NCc2ccc3c(c2)OCO3)cc1 is entered as -3%
HT1080 IDH1KD tx result of Cc1ccc(CSCC(=O)Nc2c(C)n(C)n(-c3ccccc3)c2=O)cc1 is entered as 0%
TDP-43 yeast inh result of COC(=O)[C@H](Cc1ccccc1)NC(=O)Nc1ccc(C)cc1 is entered as -3%

Next part.
Codes – A = HT1080 IDH1KD tx; B = KB-V1 MDR tox; C = GLP-1R inv ag; D = HT1080NT lethal; E = HEK293 tox; F = TDP-43 yeast inh; G = SW480 rereplic; H = KB-3-1 tox; I = GLP1R ag
> CCCn1c(=O)[nH]c(=O)c2c1nc(-c1ccc(OC)c(Br)c1)n2CCOC
  A: 6% | B: ? | C: 78%[activator] | D: 5% | E: 16% | F: 27% | G: -22% | H: 0% | I: 10%

> COC(=O)C(NC(=O)c1ccccc1)c1ccccc1 (stereo not drawn)
  A: 6% | B: 28% | C: 0% | D: 4% | E: -2% | F: 0% | G: 1% | H: 11% | I: -6%

> O=C(NCc1ccco1)Nc1ccccc1Cl
  A: -6% | B: -9% | C: -2% | D: 8% | E: 11% | F: 20% | G: -1% | H: -6% | I: 8%

> COCCNC(=O)C1(C)CCCN(C(=O)c2ccc(F)c(Cl)c2)C1 (stereo not drawn)
  A: 21% | B: 5% | C: 26% | D: 25% | E: 7% | F: ? | G: . | H: 0% | I: -3%

> c1cn2c(NC3CCCC3)c(-c3ccc(N4CCOCC4)cc3)nc2cn1
  A: 9% | B: 21% | C: 34% | D: 6% | E: 21% | F: 17% | G: 5% | H: 12% | I: 6%

> CC1CCCCC12NC(=O)N(CC(=O)Nc1ccc(OC(F)F)cc1)C2=O (stereo not drawn)
  A: 0% | B: 13% | C: ? | D: 0% | E: -25% | F: 5% | G: 6% | H: 0% | I: 1%

> O=C(C[C@H]1C/C=C\CC[C@@H](Cc2ccc(F)cc2)C(=O)OC[C@H]2CCCN2C1=O)N[C@@H](CO)Cc1ccccc1
  A: -1% | B: 4% | C: ? | D: -28% | E: -11% | F: 24% | G: -1% | H: 0% | I: -4%

> CC1CCN(Cc2c(C(=O)N/N=C/c3ccc(C(C)(C)C)cc3)nnn2-c2nonc2N)CC1
  A: -14% | B: ? | C: 0% | D: ? | E: -7% | F: 24% | G: 3% | H: -4% | I: 8%

> Cn1cncc1C#Cc1c(-c2ccc(S(C)(=O)=O)cc2)sc2ccccc12
  A: 1% | B: 0% | C: ? | D: -1% | E: 11% | F: -4% | G: 0.73µM* | H: 0% | I: 9%

> CC(C)C(c1nnnn1C1CCCCC1)N1CCN(C(=O)c2ccco2)CC1 (stereo not drawn)
  A: -6% | B: 1% | C: -9% | D: -6% | E: -1% | F: -2% | G: -7% | H: -4% | I: 7%

> Cc1ccc(OCC(=O)Nc2ccc3c4c(cccc24)CC3)c(C)c1
  A: 20% | B: 0% | C: 43%[activator] | D: 17% | E: -2% | F: 24% | G: 26% | H: 6% | I: 1%

> CCN(C(=O)c1ccc(Br)cc1)c1ccccc1
  A: 3% | B: -15% | C: ? | D: -2% | E: 0% | F: 14%[9.22 µM] | G: -9% | H: -3% | I: 7%

> NC(=O)c1nsc(C(=O)N(CC(=O)NCc2ccccc2)c2cccc(F)c2)c1N
  A: -8% | B: -29% | C: 3% | D: -7% | E: -4% | F: 0% | G: 0% | H: -5% | I: 10%

> C[C@@H]1CN([C@H](C)CO)C(=O)CCCn2cc(nn2)CO[C@H]1CN(C)S(=O)(=O)c1ccc2c(c1)OCCCO2
  A: 0% | B: -9% | C: 16% | D: 9% | E: 4% | F: 0% | G: . | H: -18% | I: 3%

> Cc1ccc(C)c(C(C)NC(=O)Cc2cccs2)c1 (stereo not drawn)
  A: 15% | B: 0% | C: ? | D: 16% | E: 12% | F: 10% | G: -4% | H: 10% | I: -4%
